# Screening results: PubChem BioAssay, National Center for Advancing Translational Sciences (NCATS)
# aSyn yeast rescue = alpha-synuclein toxicity suppression in yeast; S. cerevisiae alpha-synuclein toxicity rescue, BacTiter-Glo growth, 24 h; Potency, µM (highest dose often 46.1 µM), inactives show at the top dose growth rescue (activation), actives largely listed as activators; 94,000 compounds, 0.02% hits; AID 1347070; active means well fitted activation curve with a large enough effect; inconclusive means small, poorly fitted or top-dose-only effect; further: 0% is about no effect
#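 Growth restoration measured by BacTiter-Glo luminescence after 24 hr at 30 deg C; alpha-synuclein yeast, raffinose-pregrown to mid-log, were added at OD600=0.02 in galactose medium onto pinned compounds.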
# * hit, by the source's call; ? = inconclusive; & = joins results of further samples; [ ] = another dose, or the depositor's remark. Potency means the concentration at half of the fitted maximal effect.
# The first four compounds as a preview:
SMILES,aSyn yeast rescue
Cc1nn(-c2nc(-c3ccccc3)cc(C(F)(F)F)n2)c(C)c1Cl,5%
COc1ccc(NC(=O)C2Cc3ccccc3N2C(=O)c2ccccc2)cc1OC (configuration not stated),0%
O=C1c2oc3ccccc3c(=O)c2C(c2ccccc2F)N1Cc1ccc2c(c1)OCO2 (configuration not stated),-6%
O=C(CC(=O)OCc1ccccc1)OCc1ccccc1,5%

# The listing, from the first entry:
SMILES,aSyn yeast rescue
Cc1nn(-c2nc(-c3ccccc3)cc(C(F)(F)F)n2)c(C)c1Cl,5%
COc1ccc(NC(=O)C2Cc3ccccc3N2C(=O)c2ccccc2)cc1OC (configuration not stated),0%
O=C1c2oc3ccccc3c(=O)c2C(c2ccccc2F)N1Cc1ccc2c(c1)OCO2 (configuration not stated),-6%
O=C(CC(=O)OCc1ccccc1)OCc1ccccc1,5%
CC(=O)Nc1ccc(/C=C/C(=O)c2ccc3c(c2)OCCO3)cc1,4%
CC(=O)Nc1ccc(NC(=O)CSc2nnc3ccc(-c4ccccn4)nn23)cc1,0%
CC1CCN(C(=O)CN2CCSc3ccccc32)CC1,1%
CC(=O)c1ccc(S(=O)(=O)Nc2cccc(-c3ccc(N4CCCCCC4)nn3)c2)cc1,26%
Cc1ccc2oc(=O)c3cnn(CC(=O)Nc4ccc(Br)cc4C)c3c2c1,2%
CCCCOC(=O)c1ccc(Nc2nc3ccc(C)cc3n3cnnc23)cc1,-3%
S=C(NCC1CCCO1)Nc1cccc2ccccc12 (configuration not stated),-6%
O=C(Nc1ncccn1)c1ccc([N+](=O)[O-])o1,8%
Cc1cc(C)c(C)c(S(=O)(=O)N2CCN(C(=O)C3CCC3)CC2)c1C,9%
CCCCCSc1nc2c(c(=O)[nH]c(=O)n2C)n1CCc1ccccc1,-3%
CC1=C(C(=O)OCc2ccccc2)C(c2ccc(C)cc2)NC(=O)N1 (configuration not stated),-4%
O=C(NC(=S)Nc1cccc(O)c1)c1ccco1,-2%
Cc1occc1-c1nnc(SCC(=O)NC2(C#N)CCCC2)n1C,-43%[inhibitor]
COc1ccc(S(=O)(=O)N2CCN(Cc3cccc(F)c3)CC2)cc1,-7%
CC(=O)Nc1cc(-c2ccccc2)nn1Cc1cccc(Cl)c1,5%
CC(OC(=O)c1ccc(Cl)nc1)C(=O)N1CCc2ccccc21 (configuration not stated),11%
Cc1ccc(NC(=O)CSc2nnc3ccccn23)c(Cl)c1,-1%
O=C(CN1C(=O)COc2ccccc21)NCCCN1CCOCC1,6%
COc1ccc(Cl)cc1NC(=O)c1cc2c(=O)n3ccccc3nc2s1,-9%
O=C(Nc1ccc(Br)cc1)c1ccc2ncsc2c1,-13%
CCNC(=O)c1c(NC(=O)c2cc(-c3cc(C)cc(C)c3O)n[nH]2)sc2c1CCCC2,-12%
O=C(COC(=O)/C=C/c1cccc(C(F)(F)F)c1)NCc1ccco1,16%
CC(=O)c1ccc(NC(=O)CSc2ccc3nnc(CCNS(=O)(=O)c4ccc(C)cc4)n3n2)cc1,-6%
CN(C)C(=S)Oc1ccccc1C1SCCS1,6%
COC(=O)c1ccccc1NC(=O)c1ccc2nc(CCc3ccccc3)oc2c1,-17%
CCc1ccc(NC(=O)COC(=O)c2cccs2)cc1,-6%
CC1CCN(C(=O)c2cccc(S(=O)(=O)N3CCN(c4ccccc4)CC3)c2)CC1,14%
Cc1ccc(NC(=O)CN2CCOCC2)cc1Cl,-6%
CCCCCCCc1nc2sc3c(c2c(=O)n1N)CC(C)(C)OC3,0%
CC1CCCC(C)N1C(=O)COC(=O)CNS(=O)(=O)c1ccc2ccccc2c1 (configuration not stated),1%
CC(C)=C(NC(=O)c1ccccc1Cl)C(=O)NCCc1nc2ccccc2[nH]1,-4%
COc1ccc(-n2c(SCC(=O)NCc3ccc(F)cc3)nc3c([nH]c4ccccc43)c2=O)cc1,-2%
CCOC(=O)N1CCN(Cc2nc3cc(NC(=O)CC(C)C)ccc3n2CC)CC1,0%
Cc1cc(=O)n(CC(=O)NC(C)c2ccccc2)c2c1c(C)nn2-c1cccc(F)c1 (configuration not stated),5%
COc1ccc(C(=O)NCCn2cc(SCC(=O)Nc3ccc4c(c3)OCCO4)c3ccccc32)cc1,7%
COc1ccc(OC)c(CCNc2nccn(-c3ccc(C)c(C)c3)c2=O)c1,4%
COc1ccc(NC(=O)CSc2nc(-c3cccs3)cc(C(F)(F)F)c2C#N)cc1,-4%
COc1ccc(N2CCN(C(=O)[C@H](C)NC(=O)c3ccccc3Cl)CC2)cc1,-2%
CCOC(=O)c1c(NC(C)=O)c2c3c(sc2n1Cc1nc(-c2cccc(Cl)c2)oc1C)CCCC3,-2%
CC(=O)N/C(=N\OCc1ccccc1Cl)c1nonc1NC(C)=O,11%
Cc1ccc(Nc2c(-c3ccc(N4CCOCC4)cc3)nc3ncccn23)cc1C,0%
COc1ccc(N2CCN(C(=O)c3ccc4c(c3)CC(c3ccccc3)OC4=O)CC2)cc1 (configuration not stated),6%
C[C@@H]1CN([C@H](C)CO)C(=O)c2cc(Br)cnc2O[C@H]1CN(C)C,-2%
CCc1ccc(CNC(=O)CSc2c3c(nc4ccc(Cl)cc24)CCCC3)cc1,-13%
Cc1ccc(-n2c3nc(=O)[nH]c(=O)c-3cc3c(C)nn(-c4ccccc4)c32)cc1C,-9%
CCC(C)N(C(=O)CSc1nnc(-c2ccco2)n1C)C1CCS(=O)(=O)C1 (configuration not stated),1%
O=C(CCCN1C(=O)/C(=C\c2cccs2)SC1=S)NNC(=O)c1ccncc1,9%
Cn1nc(CSc2ccccc2)c(C=O)c1Cl,14%
COc1cc(OC)cc(-n2c(=O)c3sccc3n(Cc3c(C)cc(C)cc3C)c2=O)c1,-9%
CC1CCN(C(=O)COC(=O)Cn2cnc3c2c(=O)n(C)c(=O)n3C)CC1,-2%
O=C(Nc1ccc2oc(-c3cccnc3)nc2c1)c1ccc(-c2ccccc2)o1,?
O=S(=O)(Nc1c(F)cccc1F)c1ccc2c(c1)OCCO2,5%&-2%
CC(C)c1ccc(/C=N/n2cnnc2)cc1,2%
COc1cccc(-c2nn(Cc3ccccc3)cc2CO)c1,2%
CCN1/C(=C\C=C2\C(=O)N(C)C(=S)N2C)Sc2ccccc21,-20%
Cc1nnc(N2CCC(C(=O)Nc3ccc(F)cc3)CC2)c2nn(-c3ccc(Cl)cc3)c(C)c12,2%

# Looked up by structure from the entries so far (7):
SMILES,aSyn yeast rescue
COc1ccc(NC(=O)C2Cc3ccccc3N2C(=O)c2ccccc2)cc1OC (configuration not stated),0%
COc1ccc(N2CCN(C(=O)[C@H](C)NC(=O)c3ccccc3Cl)CC2)cc1,-2%
COc1ccc(N2CCN(C(=O)c3ccc4c(c3)CC(c3ccccc3)OC4=O)CC2)cc1 (configuration not stated),6%
CC1=C(C(=O)OCc2ccccc2)C(c2ccc(C)cc2)NC(=O)N1 (configuration not stated),-4%
COc1cccc(-c2nn(Cc3ccccc3)cc2CO)c1,2%
COc1ccc(NC(=O)CSc2nc(-c3cccs3)cc(C(F)(F)F)c2C#N)cc1,-4%
CCCCCSc1nc2c(c(=O)[nH]c(=O)n2C)n1CCc1ccccc1,-3%

# Continued.
SMILES,aSyn yeast rescue
CCc1cc(=S)n2c([nH]c3ccccc32)c1C#N,-32%[inhibitor]
CCOc1ccc(S(=O)(=O)NC2CC2)cc1C(N)=O,-1%
CCOC(=O)c1nnc2c(-c3ccc(F)cc3)c(C)nn2c1N,1%
C[C@H](CO)N1C[C@H](C)[C@@H](CN(C)C(=O)Nc2ccccc2)Oc2ncc(C#CC3CCCCC3)cc2C1=O,-1%
COc1ccc(-c2[nH]c(-c3ccc(C)cc3)nc2SCC(=O)NCC2CCCO2)cc1 (configuration not stated),-3%
CC(C)c1ccc(S(=O)(=O)Nc2ccc(O)c(Sc3nc4ccccc4s3)c2)cc1,-12%
CC(=O)NC1=NN(C(C)=O)C(C)(CC(=O)OC(C)(C)C)S1 (configuration not stated),9%
CC(=O)c1ccc(OCC(O)CN2CCOCC2)cc1 (configuration not stated),0%
O=C(NCc1ccccn1)C(=O)N/N=C/c1ccccc1O,0%
CCOc1ccc(S(=O)(=O)Nc2cccc(C(=O)N3CC(C)OC(C)C3)c2)cc1 (configuration not stated),1%
O=C(CCNS(=O)(=O)c1ccccc1)NCC1CCCCC1,-10%
O=C(c1cc(C2CC2)nn1-c1ccccc1)N1CCN(Cc2ccccc2)CC1,-3%
Cc1ccc(-c2cc(C(F)(F)F)n3ncc(-c4ccc(Cl)cc4)c3n2)cc1,-3%
CCOc1ccc(NC(=O)CSc2n[nH]c(N)n2)c([N+](=O)[O-])c1,-6%
CCOC(=O)CCSCC(=O)Nc1nnc(C)s1,-3%
Cc1ccc(OCCSc2nc3ccc(NC(=O)c4cccs4)cc3s2)cc1,-12%
CCCCN(CCCC)C(=O)C1CC=CCC1C(=O)O (configuration not stated),-1%
Cc1ccc(-n2nc3ccc(NC(=O)c4oc5ccc(C)cc5c4C)cc3n2)cc1,0%
O=C(CSc1nnnn1-c1ccccc1)c1ccc(O)cc1O,6%
COc1ccccc1NC(=O)c1ccccc1NC(=O)c1ccccc1,-5%
CN(Cc1ccccc1)C(=O)c1ccccc1N(C)S(=O)(=O)c1ccccc1,3%
Cn1c(SCc2nnc(-c3ccccc3)o2)nc2ccccc21,2%
CN(C)/C=N/C(=S)Nc1ccccc1Cl,4%
CCOC(=O)c1c(C)oc2nc(C)nc(NCc3ccccc3OCC)c12,?
COc1ccc(/C=C(\C#N)c2cc(OC)c(OC)cc2[N+](=O)[O-])cc1,-4%
CCc1c(C)nc2nncn2c1Nc1cccc(C)c1,10%
CCOC(=O)c1ccc(N2CCN(c3cccc(OC)c3)CC2)c(NC(=O)Nc2ccc(OCC)cc2)c1,-9%
CCOc1ccc2nc(N3CCC(C(=O)N4CCN(c5ncccn5)CC4)CC3)sc2c1,-9%
CC1CCN(S(=O)(=O)c2ccc3ncn(CC(=O)N(C)C4CCCCC4)c(=O)c3c2)CC1,-1%
CC(=O)c1cccc(NC(=O)Cn2cc(C(=O)c3cccc(Cl)c3)c(=O)c3ccc(C)nc32)c1,5%
CCCCCCCCCC(=O)NNC(=O)c1c(O)c2ccccc2n(CCC)c1=O,9%
CCOc1ccc(N2C(=O)N(Cc3c(F)cccc3Cl)c3ccccc3S2(=O)=O)cc1,-3%
CCCCCCN1C[C@H](n2cc(-c3ccc(F)cc3)nn2)[C@@H](O)C[C@@H]1c1ccc(C)cc1,-25%
CN(Cc1ccccc1)C(=O)CN1C(=O)NC(C)(c2ccc(Cl)cc2)C1=O (configuration not stated),4%
CCN(c1ncnc2c1cnn2-c1ccc(C)cc1)C1CCCCC1,-2%
COc1ccccc1N1CCN(C(=O)c2cc3c(=O)n(C)c4ccccc4c3s2)CC1,7%
COc1ccc(CN(C)C(=O)c2ccc(NS(=O)(=O)c3ccccc3)cc2)c(OC)c1,5%
COc1ccc([C@H]2C[C@@H](O)[C@H](n3cc(-c4ccc(F)cc4)nn3)CN2CC2CCCCC2)cc1,10%
CCN(CC)C(=O)C1=C(C)N(Cc2ccccc2)C(=O)C(CC(=O)NCCN2CCOCC2)C1 (configuration not stated),-3%
CCN(CC)S(=O)(=O)c1ccc(/C=C/C(=O)OCC(=O)Nc2ccc(S(N)(=O)=O)cc2)cc1,-1%
CCn1c(=O)c2sccc2n2c(CCCC(=O)N3CCN(c4cc(Cl)ccc4C)CC3)nnc12,-2%
COc1ccc(-c2noc(CN(C(=O)c3ccc(C)cc3C)C(C)C)n2)cc1,3%
Cn1c(CNC(=O)c2ccccc2)nnc1SCC(=O)Nc1nccs1,11%
O=C(c1ccc(N2CCCC2=O)cc1)N1CCN(c2ccc(C(F)(F)F)cc2[N+](=O)[O-])CC1,-12%
CCOc1ccc(Nc2c(S(=O)(=O)c3ccc(C)cc3)cnc3cc(OC)c(OC)cc23)cc1,-2%

# Compounds from the list above that contain bromine:
SMILES,aSyn yeast rescue
Cc1ccc2oc(=O)c3cnn(CC(=O)Nc4ccc(Br)cc4C)c3c2c1,2%
O=C(Nc1ccc(Br)cc1)c1ccc2ncsc2c1,-13%
C[C@@H]1CN([C@H](C)CO)C(=O)c2cc(Br)cnc2O[C@H]1CN(C)C,-2%

# Going on with the list.
SMILES,aSyn yeast rescue
Cc1ccc(Cl)cc1N1CCN(S(=O)(=O)c2ccc3[nH]c4c(c3c2)CCCC4)CC1,5%
Cn1cc(C(=O)NCc2ccccc2Cl)c(=O)c2cc(S(=O)(=O)N3CCCCCC3)ccc21,8%
O=C(Cn1c(=O)n(Cc2ccco2)c(=O)c2ccccc21)Nc1ccc(Cl)cc1Cl,1%
Cc1ccsc1/C=N/NC(=O)c1ccc2c(c1)OCCO2,10%
CCOc1cc2sc(N3CCC(C(=O)Nc4ccc(CC)cc4)CC3)nc2cc1Br,-2%
Cc1cccc(NS(=O)(=O)c2cccc(C(=O)N3CCCC(C(F)(F)F)C3)c2)c1 (configuration not stated),2%
COc1ccc(-n2c(=O)c3sc4ccccc4c3n(CC(=O)Nc3cccc(C)c3)c2=O)cc1,-4%
COc1ccccc1NC(=O)c1cc2c(=O)n(C)c3ccccc3c2n1C,-6%
Cc1ccc(S(=O)(=O)CCC#N)cc1,0%
CCN(CC)c1ccc2cc(C(N)=O)c(=N)oc2c1,2%
Cc1cccn(Cc2c(Cl)cccc2Cl)c1=O,8%
O=C(CC1N=C2c3ccccc3N=C(SCc3ccccc3F)N2C1=O)NCc1ccc2c(c1)OCO2 (configuration not stated),-7%
Cc1ccc(NC(=O)c2ccc(S(=O)(=O)N3CCOCC3)cc2)cc1,-2%
CCn1c(SCc2cccc(OC)c2)nc2ccccc2c1=O,-11%
Oc1cc(OCc2ccccc2)ccc1-c1[nH]ncc1-c1ccccc1,-13%
Cc1ccccc1C(=O)Nc1ccc2nc(SCCOc3ccccc3)sc2c1,-5%
CCc1cnc2c(c1SCCC(C)C)c(=O)n(C)c(=O)n2C,-24%
CCOC(=O)c1cc(-c2ccc(C)cc2)nn1Cc1ccccc1,15%
COc1ccc(C(=O)NCCN=C2NS(=O)(=O)c3ccccc32)cc1,7%
Cc1nc2ccccc2c(=O)n1-c1ccc(NC(=O)C(F)(F)F)cc1,2%

# This is a subset, so the mix of outcomes need not match the whole.
